Screening data deposited in PubChem by several laboratories.
NCOA2 inhibitor – inhibits human steroid receptor coactivator 2 | AID 651957 | HEK293 GAL4-SRC2 luciferase reporter, luminescence | inhibition, % at 9 µM | 370,000 tested, 0.17% active | Q15596;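 active = inhibition above the mean inhibition of all tested compounds plus 3 SD, set per campaign, cut at about 52% in these data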;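 note: 0% = DMSO treated cells and 100% = cells given Gossypol at 36 µM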
LMP1 NFkB inh – reduces LMP1-driven NF-kappaB luciferase signal; LMP1-induced NF-kappaB luciferase reporter cells, luminescence; inhibition, % at 12.5 µM; 350,000 tested, 0.69% active; in the data active = inhibition above about 41%; inconclusive = no clear call, values can overlap the other calls;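 note: 0% = neutral control wells and 100% = reference inhibitor control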
C8 TRAIL sens – caspase-8 TRAIL sensitization; NB7+C8 cells + TRAIL, ATPlite viability luminescence; inhibition (viability loss, TRAIL sensitization), % at 10 µM; 360,000 tested, 1% active; AID 624354;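 active = compounds causing at least 50% loss of cell viability in the single-dose screen, relative to plate controls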
SRC1 inh – inhibits human SRC1 coactivator; HEK293 GAL4-SRC1 luciferase reporter, luminescence; inhibition, % at 3.6 µM; 360,000 tested, 0.12% active;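 active = inhibition above the campaign mean plus 3 SD, with each screening campaign given its own cutoff, cut at about 60% in these data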;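 note: 0% = DMSO treated cells and 100% = gossypol at 36 µM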
NOD2 RIPK2 PPI – blocks binding of human NOD2 to RIPK2 | 360,000 tested, 0.38% active | inhibition, % at 4.98 µM | CHO BLA complementation NOD2-RIPK2, CCF4 ratio | O43353; in the data active = inhibition above about 21%;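 note: 0% = vehicle only and 100% = reference blocker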
SRC3 inh – inhibits human SRC3 coactivator | Q9Y6Q9 | HEK293 GAL4-SRC3 luciferase reporter, luminescence | AID 588352 | inhibition, % at 3.6 µM | 360,000 tested, 0.17% active;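 active = inhibition above a per-campaign cutoff, the mean of all compounds plus 3 SD, cut at about 60% in these data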;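 note: 0% = DMSO-treated cells and 100% = gossypol-treated cells at 36 µM; higher means less SRC3-driven luciferase light from the GAL4 reporter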
Vif inh – inhibitors of HIV Vif; 340,000 tested, 0.35% active; inhibition, % at 7.49 µM; AID 602346; HEK293T cells, Vif self-association by quenched fluorescence, imaging, 24 h; in the data active = inhibition above about 50%, passing the limit was not always enough; inconclusive = no clear call, values can overlap the other calls; inactive = below about 31%; note: some results filed as inactive read as strong as hits
NR2F2 inh – NR2F2 (human) inhibition, primary screen. P24468. HEK293T NGFI-A luciferase reporter, luminescence. inhibition, % at 8.6 µM. 370,000 tested, 0.7% active. AID 686940;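 active = inhibition above a per-plate cutoff, mean inhibition of test wells between control levels plus 3 SD, cut at about 38% in these data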;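 note: cells cotransfected with COUP-TFII expression vector driving the NGFI-A reporter; 0% = median of COUP-TF2 test wells and 100% = reporter-only cells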
Target sequence (P24468 whole entry, looked up): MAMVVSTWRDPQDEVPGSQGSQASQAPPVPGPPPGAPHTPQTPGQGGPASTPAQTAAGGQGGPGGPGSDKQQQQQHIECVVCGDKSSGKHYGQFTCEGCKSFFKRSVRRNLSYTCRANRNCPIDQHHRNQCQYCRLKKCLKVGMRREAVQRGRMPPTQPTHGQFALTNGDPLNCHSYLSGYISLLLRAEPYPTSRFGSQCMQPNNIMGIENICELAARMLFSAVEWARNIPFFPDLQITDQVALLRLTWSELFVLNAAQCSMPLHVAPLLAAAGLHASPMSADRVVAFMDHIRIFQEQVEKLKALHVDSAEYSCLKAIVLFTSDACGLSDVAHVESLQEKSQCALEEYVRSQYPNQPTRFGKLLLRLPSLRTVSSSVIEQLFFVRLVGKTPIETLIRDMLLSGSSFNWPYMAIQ
NR5A2 inv ag – NR5A2 inverse agonism in reporter assay. O00482. HEK293T StAR-luciferase reporter, LRH-1 transfected, 24 h. inhibition, % at 3.6 µM. 360,000 tested, 0.13% active. AID 602396;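 active = inhibition above the mean inhibition of all tested compounds plus 3 SD, cut at about 73% in these data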;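 note: 0% = DMSO wells and 100% = reporter-only cells lacking LRH-1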
Target sequence (O00482 whole entry, looked up): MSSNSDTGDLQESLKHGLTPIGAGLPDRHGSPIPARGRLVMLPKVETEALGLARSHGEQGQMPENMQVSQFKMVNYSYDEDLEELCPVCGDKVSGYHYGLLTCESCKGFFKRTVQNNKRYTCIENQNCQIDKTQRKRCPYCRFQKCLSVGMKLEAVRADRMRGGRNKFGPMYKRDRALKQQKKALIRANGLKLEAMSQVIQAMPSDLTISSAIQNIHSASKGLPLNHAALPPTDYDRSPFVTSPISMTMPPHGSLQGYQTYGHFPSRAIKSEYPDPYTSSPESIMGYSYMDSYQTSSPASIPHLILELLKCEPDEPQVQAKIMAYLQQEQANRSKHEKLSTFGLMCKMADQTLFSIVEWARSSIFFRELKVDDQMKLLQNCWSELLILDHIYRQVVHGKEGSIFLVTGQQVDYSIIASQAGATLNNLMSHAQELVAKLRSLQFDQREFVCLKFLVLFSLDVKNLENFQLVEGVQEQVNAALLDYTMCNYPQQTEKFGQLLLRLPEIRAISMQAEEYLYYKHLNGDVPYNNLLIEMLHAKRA
TLR9-MyD88 inh – TLR9-MyD88 interaction inhibition; Q9NR96+Q99836; CHO BLA complementation TLR9-MyD88, CCF4 FRET ratio; AID 504734; inhibition, % at 4.98 µM; 340,000 tested, 0.21% active;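 active = inhibition above the mean over all tested compounds plus 3 SD, cut at about 21% in these data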;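 note: 0% = DMSO only wells and 100% = clavulanate BLA inhibitor control wells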
TROY NFkB inh – blocks TROY-dependent signaling in reporter cells; Q293 LMP1-TROYcd NF-kB luciferase reporter, 4 h; inhibition, % at 10 µM; 360,000 tested, 0.98% active;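 active = compounds whose plate-normalised and pattern-corrected inhibition of the luciferase reporter signal at the single screening dose is 50% or more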
The depositor's hits bear a star; u = inconclusive; x = no result given. Some of the compounds tested; count on the stated rates, not on these rows.

Structure	NCOA2 inhibitor	TLR9-MyD88 inh	SRC1 inh	C8 TRAIL sens	LMP1 NFkB inh	SRC3 inh	TROY NFkB inh	Vif inh	NR5A2 inv ag	NOD2 RIPK2 PPI	NR2F2 inh
O=C(NC1CCCCC1)C(=O)c1c(-c2ccccc2)[nH]c2ccccc12	-17	-2	-9	-6	-17	7	0	-4	21	-4	0
CC(=O)Nc1ccc(S(=O)(=O)N(Cc2cccnc2)Cc2cc3ccc(C)cc3[nH]c2=O)cc1	10	7	-2	-5	3	16	-32	11	2	-8	-3
CCCN1C(=O)SC(CC(=O)Nc2cccc3ccccc23)C1=O (centres undefined)	-19	4	-21	-30	-15	3	7	9	28	-5	-7
COC(=O)c1cc(NC(=O)CSc2nc(C)cc(=O)[nH]2)cc(C(=O)OC)c1	-7	1	-6	20	4	13	-4	0	23	4	2
COc1nc(N2CCOCC2)nc(-n2cccc2)n1	-4	-3	-18	-11	-7	0	1	15	14	-11	-9
NNC(=O)COc1cccc2cccnc12	6	7	-31	6	-10	-4	-5	-3	-2	3	9
CCOc1ccc(CN(C)C(=O)c2ccc(=O)[nH]c2)cc1	-4	9	-3	-15	-1	15	-1	14	-5	6	-12
CCCCC(=O)Nc1ccc(Br)cc1C(=O)O	0	-10	-2	9	-7	6	-7	x	-7	-10	12
Cc1ccc(C(=O)N2CCN(c3ccccn3)CC2)cc1[N+](=O)[O-]	-2	-4	1	-4	6	17	20	2	4	-6	6
Cn1c(Sc2ccc(C(=O)O)cc2[N+](=O)[O-])nnc1-c1ccccc1	2	3	0	-4	-2	5	-10	6	-11	-10	11
COc1ccccc1CN(C)CC(=O)Nc1cccc(S(=O)(=O)N2CCCCC2)c1	-35	-5	2	2	0	3	9	-13	-12	4	6
CCOCCCNC(=S)Nc1ccc2nc3n(c(=O)c2c1)CCCCC3	9	5	-4	-9	2	6	-17	3	13	0	7
N#CC1=C2SC=C(c3ccc(Br)cc3)N2CCCC1=O	-56	3	-69	1	-112	-69	15	7	-169	4	-45
Cc1csc(=O)n1CCC(=O)OCC(=O)Nc1cc(Cl)ccc1[N+](=O)[O-]	-29	-3	6	-8	4	-4	22	6	6	-7	8
C[C@@H]1CN([C@H](C)CO)C(=O)CCCn2nncc2CO[C@H]1CN(C)S(=O)(=O)c1ccc(Oc2ccccc2)cc1	10	4	-2	0	-2	-23	7	x	-27	-6	-5
CCN(CC)c1ccc(NC(=O)c2cnc3ccccn3c2=O)c(C)c1	6	-8	4	15	12	17	11	-8	-9	-3	5
CCCCC(CCC(=O)Nc1ccc(C(=O)OCC)cc1)C(=O)O (centres undefined)	-18	-4	5	-15	1	11	15	-8	-13	-19	-10
CC1CCC2C(=O)N(c3ccccc3OC(=O)c3ccccc3)C(=O)C2C1 (centres undefined)	-14	1	-3	10	6	15	1	-2	4	-4	-1
Cn1c(=O)n(Cc2ccccc2)c(=O)c2c1nc1n2CCS1	-10	-5	-8	-2	-10	3	6	2	2	5	-27
CCOC(=O)CSc1nnc(-c2cccs2)n1-c1ccccc1	32	2	-16	-4	3	-5	3	8	-2	-9	-11
Cc1cc(NC(=O)C2CCCN2C(=O)Nc2c(C)cccc2C)ccc1-n1cnnn1 (centres undefined)	-20	-17	-25	-5	-2	14	32	-4	12	1	-16
COc1ccc2c(c1)[nH]c1c(N3CCN(Cc4ccc5c(c4)OCO5)CC3)ncnc12	8	-5	6	26	22	24	66*	-6	51	5	46*
CC1(C(=O)NC2CCN(Cc3ccccc3)CC2)CCN1CCc1ccccc1 (centres undefined)	-40	x	-8	-10	x	13	-4	x	9	-10	22
Cn1c(=O)[nH]c(=O)c2c1nc(N/N=C/c1ccncc1)n2Cc1ccc(F)cc1	-3	x	1	-7	x	17	-7	0	3	1	-9
O=C(O)C1CCCN(C(=O)NCc2ccccc2)C1 (centres undefined)	5	-9	-11	4	4	-10	-5	3	5	-14	15
O=C(c1ccc2c(c1)N(Cc1ccccc1)C(=O)c1ccccc1S2)N1CCCC1	3	-9	-25	-6	22	22	47	-3	-7	3	33
COc1ccc(CNC(=O)C[C@H]2C[C@H](C(=O)N3CCOCC3)[C@@]3(C)c4[nH]c5cc(CCC(=O)N(C)C)ccc5c4CCN3C2=O)cc1OC	17	4	-5	-19	-5	-10	-5	x	5	-18	-5
Cc1ccc(C)c(NC(=O)CSc2nc3c(oc4ccccc43)c(=O)n2-c2ccccc2)c1	7	6	8	-5	3	-6	-4	-17	42	-13	-7
O=C(CCc1ccccc1Cl)NC1CCCN(c2ccc(C(F)(F)F)cn2)C1 (centres undefined)	-9	10	1	8	0	19	-8	0	6	-1	4
CCCNC(=O)C1(C)CCN(Cc2ccc(-c3ccccn3)cc2)C1 (centres undefined)	28	x	-3	3	x	-12	-2	-8	-10	-10	23
O=C1NC(NS(=O)(=O)c2ccccc2)(C(F)(F)F)C(=O)N1Cc1ccccc1 (centres undefined)	-8	-3	7	-13	-4	-3	2	-3	-17	-8	-2
O=c1cc(N2CCN(c3cccc(Cl)c3)CC2)[nH]c(=O)n1C1CCCCC1	-10	-14	12	22	-416	3	4	-6	4	-3	-13
COc1ccc2[nH]c3c(c2c1)CCN1C(=O)C(CC(=O)NCCN2CCOCC2)C[C@H](C(=O)N2CCCCC2)[C@@]31CCc1ccccc1 (some centres undefined)	3	8	6	-9	6	15	3	9	3	-4	-8
CN1CCN(C(c2cccnc2)c2ccc3cccnc3c2O)CC1 (centres undefined)	x	-9	-2	5	4	3	14	5	-6	1	x
O=C(NC1CCN(Cc2ccccc2)CC1)C1CCN(S(=O)(=O)c2ccccc2)CC1	7	7	8	13	10	5	1	-9	3	10	15
O=C(CN1C(=O)NC2(CCCCC2)C1=O)N(Cc1ccco1)Cc1cccs1	7	7	-33	3	-6	0	6	-4	-7	0	3
Cc1ccc(C)c(S(=O)(=O)N2CCCOC2CNC(=O)C(=O)NC2CCCCC2)c1 (centres undefined)	-31	4	-5	22	-2	-14	-29	0	-18	1	1
COCCCNC(=O)C[C@H]1C[C@H](C(=O)N2CCCCC2)[C@@]2(CCc3ccccc3)c3[nH]c4cc(CCC(=O)N(C)C)ccc4c3CCN2C1=O	x	-4	0	-12	2	2	-4	x	-3	-13	x
O=C(NCCc1ccc(Cl)cc1)C1CCN(C(=O)N2CCOc3ccccc32)CC1	10	2	-1	14	12	14	20	3	2	9	2
O=C(c1ccccc1)N(Cc1cccnc1)C1(C(=O)Nc2ccccc2)CCCCC1	2	-4	2	7	7	17	-5	0	12	-3	8
CCC1CCCCN1CCCNC(=O)c1cn(CC)c2ccc(S(=O)(=O)N(C)C3CCCCC3)cc2c1=O (centres undefined)	7	-2	13	-16	-7	-16	-13	19	-15	-6	4
COc1ccc(N(C)S(=O)(=O)c2cccc(C(=O)Nc3nc(C)c(C(C)=O)s3)c2)cc1	-34	-4	-2	22	1	15	21	-12	-1	-7	11
CCCc1cc(=O)n2c(nc3ccccc32)[nH]1	-24	-6	2	41	-12	2	-31	-13	-51	-9	-13
O=C(CN1CCN(c2ccc(F)cc2)CC1)Nc1cccc(C(F)(F)F)c1	-15	-4	4	-18	-3	15	8	-8	1	4	0
O=C(Cc1ncc(C(F)(F)F)cc1Cl)NC1CC1	-8	5	15	9	-1	-2	-3	2	-3	1	-11
COc1ccccc1CNC(=O)COC(=O)c1cc(=O)[nH]c2ccccc12	-17	-1	4	-9	3	-1	-3	3	-18	-6	-1
O=C(CN1CCOCC1)NCCNS(=O)(=O)c1ccccc1	-2	-2	3	13	-9	15	9	u	-16	1	-6
CC1CN(C(=O)Nc2ccccc2)c2ccccc2-[n+]2ccsc21 (centres undefined)	-9	9	7	2	9	16	-11	x	13	-9	9
Cc1csc(SCc2nc3sc4c(c3c(=O)[nH]2)CCC4)n1	-7	8	-3	30	11	-14	-18	-10	5	-12	15
CCC(=O)Nc1nnc(SCC(=O)Nc2ccc3c(c2)OCCO3)s1	-15	-14	7	-16	-13	-4	-23	-7	-5	-12	0
Cc1cccc(N(C)S(=O)(=O)c2c(C)noc2C)c1	-14	-7	12	-15	1	9	-7	-19	-1	6	-1
O=c1cc(CN2CCN(C/C=C/c3ccccc3)CC2)c2cc(O)c(-c3ccccc3)cc2o1	16	-11	-13	7	-14	20	10	3	7	4	10
COc1ccc(NC(=O)c2ccc(NC(=O)CSc3nccc(=O)[nH]3)cc2)cc1	-11	2	-7	12	0	8	-13	12	31	3	-16
COc1cc(NC(=O)CN(c2cc(C)cc(C)c2)S(=O)(=O)c2c(C)noc2C)cc(OC)c1	-1	-7	8	7	6	21	11	-3	-2	-11	9
c1ccc(CNc2nc3ccccc3n2CCN2CCOCC2)nc1	14	-7	-1	-9	14	13	3	5	-18	-13	12
CC(=O)Nc1ccc(OC(=O)c2cc3cc(Br)ccc3oc2=O)cc1	8	-11	5	4	2	-5	6	9	17	-2	-12
Cc1ccc2nc(SCC(=O)Nc3cccc(S(=O)(=O)N(C)C)c3)[nH]c2c1	11	-6	-11	1	7	21	5	1	17	1	10
Cc1csc(NC(=O)CSc2ncnc3c2cnn3-c2ccccc2Cl)n1	x	0	-2	1	25	29	26	73*	0	5	x
Cc1ccccc1Nc1nc(CSc2nnnn2-c2ccccc2)cs1	4	-2	-14	-12	4	9	17	-4	20	2	2
CSCC[C@H](NC(=O)Cc1ccc(Cl)cc1)C(=O)N1CCC2(CC1)NCCc1[nH]cnc12	1	-8	1	-6	-1	13	8	-1	0	-4	-8

The last 2 entries of the section before are carried over, then new ones follow.
Structure	NCOA2 inhibitor	TLR9-MyD88 inh	SRC1 inh	C8 TRAIL sens	LMP1 NFkB inh	SRC3 inh	TROY NFkB inh	Vif inh	NR5A2 inv ag	NOD2 RIPK2 PPI	NR2F2 inh
Cc1ccccc1Nc1nc(CSc2nnnn2-c2ccccc2)cs1	4	-2	-14	-12	4	9	17	-4	20	2	2
CSCC[C@H](NC(=O)Cc1ccc(Cl)cc1)C(=O)N1CCC2(CC1)NCCc1[nH]cnc12	1	-8	1	-6	-1	13	8	-1	0	-4	-8
CCOCC(=O)NC1CCc2cc(OC)c(OC)c(OC)c2-c2ccc(SC)c(=O)cc21 (centres undefined)	11	-11	-5	5	-4	21	9	-9	14	4	-73
Cc1nc2ccc(C(=O)O)cc2nc1C	-24	-1	-13	-2	5	7	7	-1	-3	-8	-14
O=C(Nc1nnc(C2CCCCC2)s1)C1CC(=O)N(c2ccc(F)cc2)C1 (centres undefined)	7	-14	6	13	4	11	-15	-7	6	5	-2
C/C=N/N(c1ccccc1)c1ccccc1	-12	-4	1	-2	-1	-5	-18	1	5	-7	6
CC(C)C(NC(=O)c1c(F)cccc1F)C(=O)N1CCN(S(=O)(=O)/C=C/c2ccccc2)CC1 (centres undefined)	9	-123	-9	-12	3	7	20	-9	-1	5	2
